# High-throughput results deposited in PubChem by several laboratories.
# CAL PDZ FP-1: untagged CAL PDZ binding inhibitors, primary screen, biochemical, fluorescence polarization, HTS | 0.92% of 300,000 active | inhibition, % at 24.9 µM | purified CAL PDZ, TMR-peptide fluorescence polarization, 1 h | Golgi-associated PDZ and coiled-coil motif-containing protein (Homo sapiens), Q9HD26 | AID 602252, 2012;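 active = mean inhibition of at least 30% with at least half of replicates also reaching 30%; inconclusive = no clear call, values can overlap the other calls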;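 note: 0% = DMSO neutral control and 100% = excess unlabeled competitor peptide PRC23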
# Ecoli viability: E. coli V3065 growth inhibition, primary screen, counter-screen for AddAB inhibitor project, absorbance, OD600; 18 h; inhibition, % at 11.9 µM; 0.27% of 330,000 active;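 active = inhibition above the campaign's mean inhibition across all tested compounds plus 3 SD, cut at about 9.9% in these data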;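 note: uninfected addAB+ strain grown without phage in ampicillin broth; 0% = DMSO wells and 100% = ciprofloxacin 0.95 µg/ml wells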
# MITF TRPM1 HTS: activators of MITF-driven TRPM1 promoter reporter, primary screen, cell-based, SK-MEL-5, luciferase, single point; SK-MEL-5 TRPM1-promoter luciferase, 24 h; % of positive control, neutral wells = 0; AID 588334, 2011; 0.75% of 300,000 active; activation, % at 12.5 µM;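 active = mean activation of at least 80% with every replicate also reaching 80%; inconclusive = mean reaches 80% but some replicate falls short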;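 note: 0% = neutral control wells and 100% = parthenolide positive control wells; values of inactives mirror those of a sister screen read the other way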
# SR-BI HDL uptake: inhibitors of SR-BI mediated HDL lipid uptake, primary screen, ldlA[mSR-BI] cells, fluorescence, single point; Scavenger receptor class B member 1 (Mus musculus), Q61009; ldlA[mSR-BI] CHO cells, DiI-HDL uptake fluorescence, 3 h; inhibition, % at 12.5 µM; 0.96% of 320,000 active; AID 488896, 2010;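 active = mean replicate inhibition of at least 70% and a set share of replicates each scoring 70 or more; inconclusive = meets just one of the two criteria; inactive = fails both criteria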;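 note: 0% = median of neutral control wells and 100% = median of positive control wells; values of inactives mirror those of a sister screen read the other way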
# Target sequence (Q61009 whole entry, looked up): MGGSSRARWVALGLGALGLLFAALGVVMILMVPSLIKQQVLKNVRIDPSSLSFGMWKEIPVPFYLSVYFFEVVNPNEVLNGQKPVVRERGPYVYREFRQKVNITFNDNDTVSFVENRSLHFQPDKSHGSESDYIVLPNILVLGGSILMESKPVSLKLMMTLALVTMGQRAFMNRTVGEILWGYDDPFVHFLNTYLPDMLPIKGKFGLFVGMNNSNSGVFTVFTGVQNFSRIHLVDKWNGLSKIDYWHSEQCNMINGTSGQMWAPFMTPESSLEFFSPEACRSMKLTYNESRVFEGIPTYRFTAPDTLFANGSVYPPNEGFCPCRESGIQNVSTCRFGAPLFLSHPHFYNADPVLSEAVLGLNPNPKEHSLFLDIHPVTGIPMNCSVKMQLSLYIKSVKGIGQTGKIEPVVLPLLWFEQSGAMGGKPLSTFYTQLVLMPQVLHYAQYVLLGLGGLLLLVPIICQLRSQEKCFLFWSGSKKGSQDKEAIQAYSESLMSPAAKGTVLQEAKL
# CAL PDZ FP-2: CAL PDZ peptide-binding inhibitors, primary screen, biochemical, fluorescence polarization, Cer-tagged CAL PDZ, HTS; 0.02% of 330,000 active; inhibition, % at 20 µM; AID 504414, 2011; Golgi-associated PDZ and coiled-coil motif-containing protein (Homo sapiens), Q9HD26; purified CAL PDZ, TMR-peptide fluorescence polarization, 1 h;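 active = highest replicate inhibition of at least 40%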;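 note: plate controls were DMSO neutral control wells for no effect and unlabeled competitor peptide control wells for full effect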
#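 material = purified tagged CAL PDZ domain construct (CerCALP) | compound dosing = 20 µM, one dose | times = 1 h at RT | measured by = fluorescence polarization from S- and P-plane intensities, G-factor corrected | read-out = inhibition from polarization loss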
# AddAB inh: growth inhibition of E. coli expressing H. pylori AddAB, primary screen, AddAB inhibitor project, absorbance; inhibition, % at 11.9 µM; 0.29% of 330,000 active; AID 435030, 2010; in the data active = inhibition above about 12%;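 note: 0% = vehicle wells of infected cells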
# Wnt bcat act: Wnt/beta-catenin pathway activators, primary screen, cell-based, plate reader, single point; Wnt/beta-catenin reporter cell assay, activator; activation, % at 9.35 µM; 1.2% of 300,000 active; AID 743398, 2014; in the data active = activation above about 30%, passing the limit was not always enough; inconclusive = no clear call, values can overlap the other calls;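 note: 0% = neutral control wells and 100% = positive control wells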
# SR-BI uptake up: activators of SR-BI mediated DiI-HDL uptake, primary screen, ldlA[mSR-BI] CHO cells, DiI fluorescence | 3 h; 100 = double the neutral-control signal | activation, % at 12.5 µM | 0.096% of 320,000 active;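 active = mean replicate activation of at least 60% and every replicate at or above 60%; inconclusive = mean or all-replicate condition met, but not both; inactive = mean below 60% and not all replicates reaching 60%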;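 note: 0% = median plate neutral-control signal and 100% = twice that signal; values of inactives mirror those of a sister screen read the other way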
#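 Material – SR-BI-overexpressing, LDLR-lacking CHO cells · Medium – BSA-supplemented, HEPES-buffered Ham's F12, pH 7.4 · Doses – single concentration · Times – compound with DiI-HDL co-incubation, 3 h at 37 °C · Measured by – bottom-read fluorescence, 550/595 nm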
# phage Ecoli inh: growth loss of phage-infected E. coli, primary screen, RecBCD inhibitor project, absorbance, with phage, HTS; AID 651602, 2012; 0.26% of 360,000 active; inhibition, % at 11.9 µM; in the data active = inhibition above about 11%
# Tat export inh: E. coli Tat export inhibitors, primary screen, MC4100, TorA-mCherry reporter, fluorescence, single point | 0.036% of 340,000 active | AID 488895, 2010 | inhibition, % at 10 µM;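 active = mean replicate inhibition at least 50% and at least half of replicates individually reaching 50%; inconclusive = only one of the two criteria met; inactive = neither criterion met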;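 note: exported cargo escapes ClpAP degradation while cytoplasmic cargo is degraded and loses fluorescence; 0% = median of neutral control wells and 100% = median of NaSCN control wells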
# * = called active by the depositor; ? = inconclusive; / = not tested or not shown; & = joins results of further samples.
SMILES,CAL PDZ FP-1,Ecoli viability,MITF TRPM1 HTS,SR-BI HDL uptake,CAL PDZ FP-2,AddAB inh,Wnt bcat act,SR-BI uptake up,phage Ecoli inh,Tat export inh
COc1ccc(NC(=O)CCN2CCN(S(=O)(=O)c3cc(Cl)ccc3Cl)CC2)cc1,-3,-0.7,-1,38,-0.3,0.3,1,-38,-1.1,5
O=C(O)C(C/C(=N/O)c1ccc(Br)cc1)P(=O)(c1ccccc1)c1ccccc1 (centres undefined),-8,0.8,18,-22,-1.0,2.0,-1,22,1.1,1
COc1ccccc1CNC(=O)CN(C)S(=O)(=O)c1cccc2cccnc12,-6,-2.3,-12,12,-0.4,-2.9,-4,-12,1.8,-6
Cc1ccc(S(=O)(=O)NC(CN2CCOCC2)=NCCNS(=O)(=O)c2ccccc2)cc1,-5,2.0,/,-8,-1.2,-0.2,/,8,-2.7,-3
O=C(NCc1n[nH]c(=S)n1-c1cccc(Cl)c1)c1cccs1,3,0.9,5,-4,0.9,3.5,-1,4,3.2,-2
COc1ccccc1-n1c(SCC(=O)O)nc2sc3c(c2c1=O)CCC3,-1,1.3,-3,/,-2.0,2.4,-2,/,-0.5,2
O=S(=O)(N/N=C\c1ccccc1O)c1ccc(Cl)cc1,-1,/,1,-7,-1.3,/,3,7,2.0,4
COCCN=c1scc(-c2ccccc2)n1/N=C/c1c[nH]c2ccccc12,1,1.1,11,83*,-1.2,1.2,/,-83,4.5,10
O=C(CN1CCN(S(=O)(=O)N2CCCCCC2)CC1)Nc1ccc(F)cc1,-1,2.1,-6,1,-4.4,2.1,-4,-1,1.2,16
O=c1nc2ccccc2c2n1CC(CN1CCN(c3ccc(F)cc3)CC1)N2 (centres undefined),-3,-0.4,0,8,-0.1,2.0,/,-8,2.3,8
COCC(=O)Nc1ccc(C)c(Cl)c1,-5,-0.6,/,-2,-2.7,0.2,-2,2,3.5,-13
O=C(Nc1ccc([N+](=O)[O-])cc1)c1ccc(Cn2cc([N+](=O)[O-])cn2)cc1,5,-1.8,-8,27,-0.5,4.5,-2,-27,6.7,-4
Cc1cc(SCC(=O)Nc2ccccc2)n2ncc(-c3ccccc3)c2n1,/,-1.5,10,51,-0.2,0.4,1,-51,-0.6,-9
Cc1ccc(OCC(=O)N/N=C\c2cn(C)c3ccccc23)c([N+](=O)[O-])c1,-1,3.2,-10,33,0.6,1.8,-1,-33,-1.2,1
O=C(CN(c1ccccc1F)S(=O)(=O)c1ccccc1)NC1CCCCCC1,/,0.5,12,-26,-2.4,1.1,-1,26,/,0
CC(=O)OCC1=C(C(=O)O)N2C(=O)C(NC(=O)c3ccc(COc4c(C)cccc4Cl)o3)C2SC1 (centres undefined),-3,-0.5,3,-6,-0.8,0.9,1,6,1.9,-10
COc1cc(/C=C/c2cccc[n+]2C)ccc1OCC(=O)Nc1ccccc1,-4,1.4,3,-5,-2.5,2.9,4,5,2.9,4
COc1cccc(CNCCO)c1OCc1ccc(Cl)cc1,-1,0.1,-2,5,-3.0,-2.7,-1,-5,4.0,2
N#CC1=C(N)C2=CCCC[C@H]2[C@H](c2ccccc2)C1(C#N)C#N,2,2.1,8,19,0.6,5.3,/,-19,-2.2,2
O=C(CSc1nncs1)NCc1ccc2c(c1)OCO2,-1,0.5,/,-25,-0.6,0.9,/,25,3.2,5
O=C1C=C(c2ccc(-c3ccccc3)c(F)c2)C[C@@H](c2ccc(F)cc2)C1,-2,0.4,25,-3,0.5,2.7,-1,3,3.8,4
COc1ccc(CNC(=O)CN2C(=O)CC(c3ccccc3)=Nc3ccccc32)cc1,0,-0.8,3,-8,-0.4,1.2,-1,8,0.8,0
O=C(CN(CC1CCCO1)C(=O)CNS(=O)(=O)c1ccc(Cl)cc1)NCc1ccc(F)cc1 (centres undefined),0,-0.6,-7,-5,-1.8,0.2,-2,5,0.7,2
COc1ccccc1C(N)=S,1,2.3,-8,-20,0.0,2.4,-2,20,2.9,-3
O=C(Nc1ccc(S(=O)(=O)N2CCOCC2)cc1)c1ccccc1F,0,0.1,/,7,-0.2,-2.1,-1,-7,2.1,-11

# (list continues)
SMILES,CAL PDZ FP-1,Ecoli viability,MITF TRPM1 HTS,SR-BI HDL uptake,CAL PDZ FP-2,AddAB inh,Wnt bcat act,SR-BI uptake up,phage Ecoli inh,Tat export inh
O=C(c1cnc2sccn2c1=O)N1CCCc2ccccc21,7,-2.3,4,-10,-0.2,-0.2,10,10,0.4,-8
CSc1cccc(CN2CCN(CCc3ccccc3)C(CCO)C2)c1 (centres undefined),8,-0.3,-5,-22,-0.9,0.0,0,22,4.2,-3
CCc1ccc(OCC(=O)N2CCN(c3ccccn3)CC2)c(Br)c1,-1,-0.5,-5,4,-2.8,0.3,12,-4,2.1,-1
COc1ccc(/C(C)=N/NC(=O)c2ccccc2N)cc1,-4,-0.4,29,11,-0.3,0.0,20,-11,-1.5,-9
C=CCOc1c(CNC2CCCC2)cc(Cl)cc1OC,-2,2.3,3,-1,-2.8,1.6,4,1,-2.2,8
N#CCSc1n[nH]c2nc3c(c(=O)n12)C1(CCCC1)Cc1ccccc1-3,-2,1.4,-8,-21,-2.9,0.4,/,21,0.7,-3
O=C(O)c1cc(S(=O)(=O)O)cc(Nc2c3ccccc3nc3ccccc23)c1O,1,3.9,-11,-6,-0.5,1.3,0,6,2.6,-9
CCCCCCCCCCC[N+](C)(C)CC/C=C1/c2ccccc2Sc2ccc(Cl)cc21,-1,3.1,6,6,-0.8,-2.4,/,-6,/,?
COc1ccc2nc(COC(=O)c3cccc([N+](=O)[O-])c3)c(C(C)=O)[n+]([O-])c2c1,-5,1.8,-1,-15,1.4,4.3,1,15,-5.2,-4
COc1ccc2oc(=O)c(-c3csc(Nc4cccc(O)c4)n3)cc2c1,-4,0.5,74,63,0.1,0.6,9,-63,-0.5,-1
Cc1cccc(-n2ncc(C#N)c2N)c1,-1,1.7,9,-8,1.9,2.2,/,8,1.8,-7
O=C(CS(=O)(=O)c1ccccc1)NC1CCCCC1,-3,-1.0,6,-8,-0.1,0.3,-2,8,1.9,1
CCOc1ccccc1OCCCC(=O)NC1CCCc2ccccc21 (centres undefined),-3,-1.2,-18,19,-0.4,3.7,-2,-19,4.3,6
COc1cc(OC)cc(-c2nc(N)n[nH]2)c1,-2,0.5,/,-25,-0.1,0.9,-2,25,1.8,-12
CCN1CCCC1CNC(=O)C1CCCN(S(=O)(=O)c2cccc3nsnc23)C1 (centres undefined),-2,1.9,3,-11,/,0.5,-1,11,1.2,15
Cc1ccc(NC(c2ccccc2)c2nc3ccccc3[nH]c2=O)cc1 (centres undefined),-5,-0.7,-8,/,-1.1,2.2,-2,/,3.9,7
CCOc1nc2cnccc2n(CC(=O)Nc2c(F)c(F)cc(F)c2F)c1=O,-2,-0.8,-1,-24,-2.4,2.7,-3,24,2.6,2
Cc1c(NC(=O)CC(C)C)c(=O)n(-c2ccccc2)n1C,/,-2.1,1,-13,0.3,1.6,0,13,5.0,-4
O=C(COc1ccccc1[N+](=O)[O-])OCC(=O)N1CCC(Cc2ccccc2)CC1,4,-1.3,-2,0,0.0,1.0,0,0,2.2,2
COC(=O)C1=C(C)NC(C)=C(C(=O)OC)C1C(=O)OCCN1C(=O)c2ccccc2C1=O,-4&18,-1.5,-2&-3,7&-7,-0.1&-0.5,4.2,-3,-7&7,2.9&2.0,-8&-1
CCOC(=O)N1CCN(C2=CC(=O)OC23CCCCC3)CC1,-4,0.1,-2,-4,-3.0,2.7,-8,4,1.1,16
CCC1CCCCN1CCCNC(=O)Cn1c(=O)c2cccn2c2ccccc21 (centres undefined),-3,0.8,-3,-2,-1.0,3.0,2,2,1.1,5
CCOC(=O)c1c(NC(=O)C[n+]2ccc(N(C)C)cc2)sc(C)c1C,8,1.6,-7,-12,-0.9,2.8,-2,12,3.2,4
COc1ccc(NC(=O)CSCC(=O)N2CCN(c3cccc(C(F)(F)F)c3)CC2)cc1,-2,-0.2,3,4,0.1,1.8,-1,-4,-0.5,4
CN(C)S(=O)(=O)N(CC(=O)NCCSCc1ccc(Cl)cc1)c1ccccc1,-1,-1.0,5,-21,-2.3,-0.3,0,21,2.6,-6

# Next part
SMILES,CAL PDZ FP-1,Ecoli viability,MITF TRPM1 HTS,SR-BI HDL uptake,CAL PDZ FP-2,AddAB inh,Wnt bcat act,SR-BI uptake up,phage Ecoli inh,Tat export inh
CSc1cccc(NC(=O)/C=C/c2ccccc2)c1,-5,3.2,/,73*,-3.1,2.6,28,-58,3.8,-3
COC(=O)c1cc(N2CCNCC2)nc2ccccc12,-3,0.6,1,3,0.4,-2.4,-1,-3,-0.5,-12
Cc1c(Cl)cccc1NC(=O)CCCn1nc([N+](=O)[O-])cc1C,2,2.1,-6,/,-0.1,0.7,-4,/,3.0,3
O=C(O)COc1ccccc1-c1ccccc1,0,-1.1,-8,/,-1.8,-0.1,-1,/,0.5,3
C#CCOCCOCCOCCNc1nc(N2CCN(C(=O)[C@H](CCCCN)n3cc([C@@H](N)C(C)CC)nn3)CC2)nc(N2CCN(C(=O)[C@H](Cc3cc4ccccc4[nH]3)n3cc([C@@H](N)C(C)CC)nn3)CC2)n1 (some centres undefined),-2,-0.8,-5,-24,0.1,0.1,/,24,/,18
Cc1ccc(S(=O)(=O)N2CCC(=O)N(CCOC(=O)Nc3ccc(C)c(C)c3)CC2)cc1,-2,0.4,5,-16,-0.6,2.9,4,16,1.2,5
CCOc1ccc(-n2c(Cc3ccccc3)nnc2SCc2c(C)noc2C)cc1,-2,-3.7,-11,-1,-0.9,2.8,-1,1,1.4,9
CN1CCN(c2ccccc2NC(=O)c2c(F)cccc2F)CC1,2,-0.4,5,-14,0.9,-2.2,-2,14,1.2,9
COC(=O)C1=C(C)n2cnnc2NC1c1ccc(Cl)cc1 (centres undefined),2,-1.5,13,5,-0.2,3.3,0,-5,2.9,1
O=C1NCC(NC(=O)C(F)(F)F)c2cc3c(cc21)OCO3 (centres undefined),-1,1.3,4,-20,-1.6,1.1,-1,20,1.2,-7
CCN(CC(=O)Nc1ccc(NC(C)=O)cc1)C(=O)c1cccc(S(=O)(=O)N2CCc3ccccc3C2)c1,-2,2.8,2,27,-2.6,0.9,-3,-27,0.8,10
